# Glioma ERSR ind: inducers of ER stress response in human glioma cells. Potency, µM, for the others: top-dose activation, usual class: activators. U87-MG GRP78 promoter luciferase reporter, 16 h. AID 602332. actives 0.02% (n = 420,000); further: potency means the concentration at half of the fitted maximal effect; series mostly up to about 76 µM; % of control where 0% means no effect; nearly all actives have a fitted effect of over 35% in size
#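 ERSR induction read as luciferase luminescence (Bright-Glo, 10 min at room temperature) in stably transfected human U87-MG glioma cells exposed to compounds for 16 h, using GRP78 as sensor.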
# RGS4 inh: blocks human RGS4-accelerated GTP hydrolysis. P49798. Transcreener GDP fluorescence polarization, RGS4-accelerated GTP hydrolysis. Potency, µM (series often up to 114 µM), inactives show at the highest dose activity change, negative = inhibition, hits mostly inhibitors. actives 0.039% (n = 390,000). AID 504845; further: potency means the concentration at half of the fitted maximal effect; on the % scale 0 is the no-effect control and ±100 the full control effect; nearly all actives have a fitted effect of over 75% in size; some results filed as inactive show a strong effect at the top dose
# Target sequence (P49798 whole entry, looked up): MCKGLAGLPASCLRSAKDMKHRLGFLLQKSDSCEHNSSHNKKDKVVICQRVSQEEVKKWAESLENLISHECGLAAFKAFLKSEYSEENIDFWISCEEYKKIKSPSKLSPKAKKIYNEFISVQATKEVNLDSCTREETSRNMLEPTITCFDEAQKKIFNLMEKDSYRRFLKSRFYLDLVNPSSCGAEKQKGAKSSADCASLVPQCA
#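 MLSMR compounds (23 nl, pin-transferred) preincubated 10 min at room temperature with a 500nM (2x) first reagent, then RGS4 at 900nM (2x) plus Transcreener GDP mix added; fluorescence polarization (620/688 nm) read before and after 90 min at 30 °C.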
# USP1-UAF1 inh: USP1/UAF1 (human) deubiquitinase inhibition; O94782; Potency, µM (top dose mostly 57.1 µM), for the others: at the highest dose activity change, negative = inhibition, actives largely listed as inhibitors; recombinant USP1/UAF1, Ub-Rhodamine cleavage fluorescence; actives 0.23% (n = 390,000); further: potency means the concentration at half of the fitted maximal effect; on the % scale 0 is the no-effect control and ±100 the full control effect; nearly all actives have a fitted effect of over 60% in size; inactives centre near -12
#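 High-throughput fluorogenic screen: 1nM USP1/UAF1 complex, Ub-Rho substrate 150nM final, 50mM HEPES pH 7.8 with 0.5mM EDTA, 0.1 mg/ml BSA, 1mM TCEP and 0.01% Tween-20.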
# mIDH1 inhibitor: blocks human mutant IDH1 R132H enzyme; AID 602179; O75874; actives 0.093% (n = 390,000); IDH1-R132H enzyme, NADPH consumption, diaphorase/resazurin fluorescence; Potency, µM (titrated, usually from 76.6 µM), for inactives: at the top dose activity change, negative = inhibition, usual class: inhibitors; further: potency means the concentration at half of the fitted maximal effect; on the % scale 0 is the no-effect control and ±100 the full control effect; nearly all actives have a fitted effect of over 65% in size
#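 IDH1-R132H (0.5 ug/mL) preincubated 30 min with compound, then NADPH (0.016 mM) and alpha-KG (2 mM) added; 80 min at RT, pH 7.5. Remaining NADPH coupled via diaphorase/resazurin to fluorescence (540/590 nm); concentration-response curves normalized to no-enzyme control.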
# Vif-A3F inh: inhibitors of Vif-A3F interaction; HeLa A3F-eYFP + Vif (tagged APOBEC3F with the HIV-1 protein that degrades it), YFP fluorescence increase; Potency, µM (doses to about 46.1 µM), inactives show at the top dose activity, negative = active; actives 0.2% (n = 390,000); further: potency means the concentration at half of the fitted maximal effect; % of control where 0% means no effect; nearly all actives have a fitted effect of over 65% in size
#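 HeLa cells stably expressing Vif plus C-terminally eYFP-tagged A3F were seeded, incubated overnight at 37 deg C, dosed with compound, incubated overnight again at 37 deg C. Yellow fluorescence (Ex 488/Em 500-530) reported blocked Vif-mediated A3F-eYFP degradation.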
# LDHA inh: inhibitors of human lactate dehydrogenase A. P00338. purified LDHA, NADH/diaphorase-resazurin fluorescence; stronger effect = lower value. activity change, % (values are at about 110 or 230 µM). actives 0.15% (n = 480,000). AID 1347041; in the data active means activity change below about -30%; inconclusive means mostly about -25% to -30%;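 further: plate controls were DMSO wells for no effect and wells without enzyme for full effect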
#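 LDH5 2 nM; NADH 0.06 mM, pyruvate 0.2 mM; 200 mM Tris pH 7.4, EDTA, Tween-20; 5 min RT. Detection: diaphorase 0.133 mg/mL + resazurin 37 µM, fluorescence ex540/em590 at 0 and 20 min; normalized to enzyme-free and DMSO wells.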
# rTrxR1 inhibitor: blocks rat thioredoxin reductase 1; recombinant rTrxR1, NADPH fluorescence consumption, selenite substrate; AID 588453; Potency, µM (doses to about 114 µM), for inactives: at the highest dose activity change, negative = inhibition, hits mostly inhibitors; actives 1% (n = 390,000); O89049; further: potency means the concentration at half of the fitted maximal effect; on the % scale 0 is the no-effect control and ±100 the full control effect; nearly all actives have a fitted effect of over 65% in size
# Target sequence (O89049 whole entry, looked up): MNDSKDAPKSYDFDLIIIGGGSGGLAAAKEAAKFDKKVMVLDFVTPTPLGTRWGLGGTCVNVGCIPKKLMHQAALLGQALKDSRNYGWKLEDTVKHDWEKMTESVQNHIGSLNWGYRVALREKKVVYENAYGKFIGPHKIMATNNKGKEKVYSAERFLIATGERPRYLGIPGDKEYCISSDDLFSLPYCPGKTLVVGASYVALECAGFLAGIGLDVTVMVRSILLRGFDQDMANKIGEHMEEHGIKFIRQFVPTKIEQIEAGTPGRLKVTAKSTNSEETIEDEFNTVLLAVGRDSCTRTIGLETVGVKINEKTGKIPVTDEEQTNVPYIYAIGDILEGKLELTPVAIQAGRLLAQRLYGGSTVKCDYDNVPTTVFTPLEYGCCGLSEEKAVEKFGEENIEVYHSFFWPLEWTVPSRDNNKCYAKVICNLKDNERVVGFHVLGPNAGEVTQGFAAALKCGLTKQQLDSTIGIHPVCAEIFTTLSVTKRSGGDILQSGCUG
#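 Rat TrxR1 (90 nM in the dispensed reagent) was pre-reduced with 400 uM NADPH for 5 min at room temperature, then incubated with compound for 15 min. After 400 uM selenite was added, NADPH fluorescence (Ex 340/Em 450 nm) was followed for 8 min.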
# TrxR1 substrate: is turned over as a substrate by rat TrxR1; actives 0.01% (n = 390,000); O89049; Potency, µM (doses to about 114 µM), inactives show top-dose activity change, negative = substrate turnover; purified TrxR1 substrate turnover, NADPH consumption readout; further: potency means the concentration at half of the fitted maximal effect; on the % scale 0 is the no-effect control and ±100 the full control effect; nearly all actives have a fitted effect of over 50% in size
#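 Rat TrxR1, dispensed at 90 nM, was prereduced with 400 uM NADPH (final) for 5 min at ~22 deg C, then incubated with compound 15 min before 400 uM selenite. A first-read NADPH fluorescence drop versus no-compound background flagged substrates.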
# Vif-A3G inh: inhibitors of Vif-APOBEC3G interaction; HeLa A3G-eYFP + Vif (tagged APOBEC3G with the HIV-1 protein that degrades it), YFP fluorescence, overnight; Potency, µM (series often up to 46.1 µM), inactives show top-dose activity, negative = active, most hits filed as inhibitors; actives 0.076% (n = 410,000);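 further: potency means the concentration at half of the fitted maximal effect; on the % scale 0 is the no-effect control and ±100 the full control effect; nearly all actives have a fitted effect of over 60% in size; hits raise eYFP signal because A3G escapes Vif-driven loss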
# Target sequence (Q9HC16 whole entry, looked up): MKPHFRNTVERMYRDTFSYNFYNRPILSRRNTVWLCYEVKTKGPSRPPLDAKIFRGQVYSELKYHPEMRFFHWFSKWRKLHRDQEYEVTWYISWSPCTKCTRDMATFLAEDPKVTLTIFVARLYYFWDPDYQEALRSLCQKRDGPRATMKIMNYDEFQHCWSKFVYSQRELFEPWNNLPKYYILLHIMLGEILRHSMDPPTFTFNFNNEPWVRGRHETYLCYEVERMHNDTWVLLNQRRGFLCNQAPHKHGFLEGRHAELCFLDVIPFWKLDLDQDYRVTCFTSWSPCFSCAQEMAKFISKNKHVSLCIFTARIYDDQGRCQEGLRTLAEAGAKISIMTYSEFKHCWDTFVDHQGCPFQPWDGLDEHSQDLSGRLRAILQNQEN
#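 HeLa cells stably expressing Vif and C-terminally eYFP-tagged A3G, seeded overnight at 37 deg C, then exposed to compound by pintool overnight at 37 deg C. Rise in yellow fluorescence (Ex 488/Em 500-530, Acumen) marks blocked Vif-driven A3G degradation.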
# * hit, by the source's call; ? = inconclusive; . = no result given; [ ] = remark or other dose. Unless noted, the call rests on the fitted dose curve; in most records, active means well fitted curve in the direction sought with a large enough effect; inconclusive means small, poorly fitted or top-dose-only effect, or another doubt; inactive means no such curve, though single readings can be large; an effect the other way counts as inactive or inconclusive.
SMILES,Glioma ERSR ind,RGS4 inh,USP1-UAF1 inh,mIDH1 inhibitor,Vif-A3F inh,LDHA inh,rTrxR1 inhibitor,TrxR1 substrate,Vif-A3G inh
COc1ccccc1N1CCN(C(=O)c2ccc(Br)s2)CC1,-2%,-9%,3%,0%,-21%,-1,-7%,-3%,-5%
COc1ccccc1N1CCN(C(=O)CN(C2CCCCC2)S(C)(=O)=O)CC1,1%,-45%,-17%,1%,-13%,-2,28%[57.1 µM],-14%[57.1 µM],0%
CSc1ccc(Cl)c(C(=O)NC2CCCC2)c1,0%,-23%,-14%,-2%,-7%,-6,3%,1%,3%
O=c1cc(CSc2nc3ccccc3c(=O)[nH]2)c2ccc(O)cc2o1,-1%,12%,-14%,-14%,-10%,-11,12%[57.1 µM],5%[57.1 µM],-18%
CCNC(=O)COC(=O)CCC(=O)c1ccc(F)cc1,-1%,-25%,-22%,9%,0%,1,9%,4%,1%
CCN(CC)S(=O)(=O)c1ccc(C)c(NC(=O)COC(=O)CNC(=O)c2ccc(C(C)(C)C)cc2)c1,2%,-25%,-12%,0%,7%,-2,-7%[57.1 µM],-5%[57.1 µM],0%
N#C/C(=C(/O)CN1CCOCC1)c1nc(-c2ccccc2)cs1,1%,-19%,-10%,-3%,-1%,5,1%,-2%,2%
COc1ccc(N2CCN(CC(O)COC(C)(C)C)CC2)cc1 (stereo not given),-1%,1%,-13%,19%,-15%,-3,20%,8%,1%
CC(=O)Nc1cccc(NC(=O)CSc2nc(=O)n(Cc3ccccn3)c3c2CCC3)c1,-2%,-4%,-26%,0%,-3%,-4,10%[57.1 µM],1%[57.1 µM],0%
COc1cc(Cl)cc(C2NC(=O)NC(C)=C2C(=O)NCc2ccccc2)c1O (stereo not given),-3%,27%,-10%,3%,5%,-6,-9%,-1%,0%
Nc1ccc(C(=O)NCc2ccccc2)cc1,3%,-6%,-11%,2%,-6%,1,6%,4%,0%
CC(OC(=O)c1snc(C(=O)NC2CCCCC2)c1N)C(=O)NC1CCCCC1 (stereo not given),1%,14%,-6%,3%,-9%,-6,22%,62%[activator],0%
CC1=C(C(=O)NCc2ccccc2)C(c2cc(Br)cc(Br)c2OC(C)C)NC(=O)N1 (stereo not given),-1%,32%,-18%,-2%,-3%,-10,2%,-4%,1%
CCOC(=O)c1c(C)[nH]c(C)c1S(=O)(=O)N1CCC(C(=O)N2CCN(c3cccc(C)c3C)CC2)CC1,0%,-17%,?,10%,3%,6,4%[57.1 µM],-2%[57.1 µM],-15%
COc1cc(C2C(C(=O)c3ccco3)=C(O)C(=O)N2CCc2ccccc2)ccc1O (stereo not given),-1%,-8%,-18%,9%,4%,-1,-33%,-6%,3%
O=C(Nc1ccccc1NC(=O)c1ccco1)c1ccccc1,-1%,15%,-4%,7%,-12%,-7,18%,0%,-1%
C=CCNc1nc(Nc2ccc(OC)cc2)nc(OC)n1,-1%,-13%,-10%,6%,2%,-1,5%[57.1 µM],2%[57.1 µM],1%
O=C(NC(=S)Nc1nc2c(ccc3ccccc32)s1)c1cccs1,-2%,-53%,-13%,-2%,-7%,2,-2%[57.1 µM],-5%,0%
O=C(CCN1CCN(c2ccccc2)CC1)NNC(=O)c1ccccc1,-6%,.,-12%,5%,-4%,0,.,.,-2%
COc1ccc(C)cc1NC(=O)c1ccc2c(c1)N(Cc1cccc(Cl)c1)C(=O)c1ccccc1S2=O (stereo not given),0%,-1%,-29%,13%,-1%,7,-4%[57.1 µM],-8%[57.1 µM],0%
CCCCn1nnnc1SCC(=O)N(CC)CC,-6%,-18%,-8%,7%,0%,-2,-15%,-14%,1%
O=C(CNS(=O)(=O)c1ccc([N+](=O)[O-])cc1)N/N=C\c1ccc(O)cc1,3%,14%,5%,6%,-11%,0,5%,-2%,0%
CN(CC(=O)Nc1ccc(OC(F)F)cc1)S(=O)(=O)/C=C/c1ccccc1,2%,5%,-16%,2%,-11%,-3,11%,-1%,2%
CC(C)(C)CC(=O)Nc1cc2c3c(c1)CCC(=O)N3CCC2,2%,11%,-14%,-12%,-11%,0,7%,-4%,-8%
CC(=O)[C@@]1(O)CC[C@H]2[C@@H]3CCC4=CC(=O)CC[C@]4(C)[C@H]3[C@@H](O)C[C@@]21C,-1%,-16%,-22%,-7%,-6%,-1,-6%,0%,-1%
Cc1cc(C)cc(NC(=O)Nc2cc(-c3ccccc3)nn2C)c1,3%,21%,-24%,-13%,9%,0,22%,5%,-3%
COC(=O)CCCC1=CC2=CC(=O)C(C)(OC(=O)c3cccs3)C(=O)C2=CN1C1CCCCC1 (stereo not given),-4%,-3%,-12%,7%,6%,14,-16%[57.1 µM],-2%[57.1 µM],-8%
Nc1cc(S(=O)(=O)Nc2ccccc2Cl)ccc1N1CCCC1,0%,-18%,-13%,6%,-6%,-1,13%,-3%,0%
O=C(O)COc1ccc(C(=O)c2ccccc2)cc1,-6%,-3%,-16%,-3%,-4%,1,14%,-3%,2%
CCN(CC(=O)Nc1cccc(S(=O)(=O)N2CCCCC2)c1)Cc1ccccc1,-4%,-6%,-13%,-6%,-8%,-5,7%[57.1 µM],-1%[57.1 µM],-7%
NS(=O)(=O)c1ccc(NC(=O)NC2CC(=O)N(c3ccc4c(c3)OCCO4)C2)cc1 (stereo not given),0%,-10%,-16%,1%,5%,-2,-1%,-4%,-1%
CC1=CC(C)(C)N(C(=O)CCl)c2cc(C)ccc21,-6%,-11%,-23%,0%,0%,-5,-11%,3%,8%
COc1ccccc1C/C(N)=N/OC(=O)c1ccc2c(c1)OCO2,?,6%,-5%,-6%,-10%,-14,4%,-3%,-4%
COc1cc(SC)ccc1C(=O)Nc1ccon1,-2%,-42%,-15%,3%,1%,0,28%,0%,0%
O=C(CN1CCCCC1)N/N=C/c1ccccc1OCc1ccccc1,-1%,1%,-1%,0%,-1%,-3,-19%,-13%,-12%
CC(=O)CC1(OC(C)=O)C(=O)N(C)c2ccccc21 (stereo not given),-5%,3%,-11%,8%,15%,4,5%,-2%,-14%
COc1cc(C(=O)Oc2ccc(/C=N/NC(=O)c3ccncc3)cc2)cc(OC)c1OC,-5%,-7%,-20%,11%,-8%,-1,-9%,-10%,-11%
COc1ccc(NC(=S)N(CCCN2CCOCC2)C(C)c2cc3ccccc3o2)cc1 (stereo not given),1%,1%,-26%,-5%,-2%,-1,2%,-2%,0%
COc1cc(CNC2CCCC2)cc(Cl)c1OCc1ccccc1F,-2%,3%,-14%,-2%,-5%,4,-4%,-2%,-3%
COc1ccc(-n2c(=O)c3c4c(sc3n(Cc3c(F)cccc3Cl)c2=O)CN(C(C)=O)CC4)cc1OC,-3%,-11%,-19%,?,-1%,-1,16%[57.1 µM],5%[57.1 µM],-1%
CCOC(=O)N1CCN(C(=O)c2ccc3c(=O)n(Cc4ccc(OC)cc4)c(=S)[nH]c3c2)CC1,-8%,-10%[11.4 µM],-15%,-2%,-1%,-5,-19%,-11%,8%
CN(Cc1ccc(C#CCCO)cc1)CC1CCCN(CCc2ccc(Cl)cc2)C1 (stereo not given),-1%,-19%,-14%,12%,-5%,0,17%,1%,3%
C(=C\c1ccnc2ccccc12)/c1cccnc1,-2%,.,.,.,.,-7,9%,-1%,-3%
CCCC(=O)NCCc1nc2ccccc2n1Cc1c(F)cccc1Cl,-3%,1%,-21%,-2%,-5%,-2,-10%[2.29 µM],-4%,4%
CCCC(=O)Nc1nc(C)c(-c2csc(Nc3ccc(Cl)cc3)n2)s1,-2%,?,-6%,3%,0%,-3,9%[57.1 µM],8%[57.1 µM],-5%
O=C(COc1ccccc1)Nc1ccc2c(c1)C(=O)N(CC1CCCO1)C2=O (stereo not given),-4%,-19%,-17%,4%,10%,-2,13%[57.1 µM],2%[57.1 µM],-8%
CN(C)/[N+]([O-])=N/Oc1ccc([N+](=O)[O-])cc1[N+](=O)[O-],-11%,.,.,.,.,12,13µM*,-11%,-22%
COc1ccc2[nH]c3c(=O)n(N)c(=O)[nH]c3c2c1,-4%,-13%,-13%,4%,-1%,2,28%,125%[activator],-4%
O=C1COc2ccc(S(=O)(=O)CCC(=O)NC3CCCCC3)cc2N1,-3%,26%[11.4 µM],-14%,22%,-3%,-6,6%,-3%,-1%
O=C(Nc1cccc(F)c1)c1cc(S(=O)(=O)N2CCOCC2)ccc1N1CCCC1,?,16%,-12%,-18%,0%,-12,23%,-1%,-8%

# Profiles, quoted from the list. Order of screens: Glioma ERSR ind, RGS4 inh, USP1-UAF1 inh, mIDH1 inhibitor, Vif-A3F inh, LDHA inh, rTrxR1 inhibitor, TrxR1 substrate, Vif-A3G inh
# O=C(Nc1cccc(F)c1)c1cc(S(=O)(=O)N2CCOCC2)ccc1N1CCCC1 in the list: ?, 16%, -12%, -18%, 0%, -12, 23%, -1%, -8%
# CCCC(=O)NCCc1nc2ccccc2n1Cc1c(F)cccc1Cl in the list: -3%, 1%, -21%, -2%, -5%, -2, -10%[2.29 µM], -4%, 4%

# Only part of the results is shown; rates above refer to the full screens.
